Compound activity (PubChem BioAssay)
TSG101-PTAP inh = blocks PTAP/TSG101 interaction to inhibit HIV-1 budding. Fluorescence polarization, FITC-PTAP peptide / Tsg101 binding. 340,000 tested, under 10 active. AID 493005. Potency, µM (series often up to 115 µM), without a hit: top-dose activity change, negative = inhibition, hits mostly inhibitors; active means well fitted inhibition curve with a large enough effect in the main read-out, with a control signal flat, not every such curve was filed as active; inconclusive means small, poorly fitted or top-dose-only effect, or effect the other way, or a change in a side signal; inactive means no such curve, though single readings can be large or run the other way; further: potency means the concentration at half of the fitted maximal effect; % of control where 0% means no effect
Target sequence (Q99816 whole entry, looked up): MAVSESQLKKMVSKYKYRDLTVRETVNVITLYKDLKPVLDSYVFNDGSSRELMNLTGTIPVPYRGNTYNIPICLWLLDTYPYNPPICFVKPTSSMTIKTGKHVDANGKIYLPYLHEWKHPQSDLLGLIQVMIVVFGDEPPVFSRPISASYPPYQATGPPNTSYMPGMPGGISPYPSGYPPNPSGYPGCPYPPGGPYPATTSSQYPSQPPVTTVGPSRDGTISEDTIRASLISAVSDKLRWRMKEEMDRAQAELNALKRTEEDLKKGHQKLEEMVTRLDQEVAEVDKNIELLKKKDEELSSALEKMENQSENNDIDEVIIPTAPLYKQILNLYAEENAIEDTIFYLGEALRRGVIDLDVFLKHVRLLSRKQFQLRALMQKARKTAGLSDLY
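FP read-out: FITC-PTAP peptide, 50 nM final, binding Tsg101 binding domain, 10 uM final; 20 min, r.t.; 10 mM HEPES pH 7.5, 0.15 M NaCl, 0.01% Tween 20, 3 mM EDTA, 0.1 mM TCEP.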
MBNL1 CUG block = MBNL1-poly(CUG) RNA binding inhibition | Q9NR56 | AID 2675 | Potency, µM (doses to about 57.5 µM), inactives show at the highest dose activity change, negative = inhibition, usual class: inhibitors | 280,000 tested, 0.036% active | TR-FRET MBNL1-His/biotin-(CUG)12 binding, 665/545 ratio; active means well fitted inhibition curve with a large enough effect in the signal ratio, with a control signal flat, not every such curve was filed as active; inconclusive means small, poorly fitted or top-dose-only effect, or effect the other way, or a change in a side signal; inactive means no such curve, though single readings can be large or run the other way; the % refers to the signal ratio; further: potency means the concentration at half of the fitted maximal effect; on the % scale 0 is the no-effect control and ±100 the full control effect
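Inhibition of protein-RNA binding appears as loss of TR-FRET between terbium anti-His antibody on MBNL1-His and streptavidin-XL665 on biotin-(CUG)12. Activity is normalized to buffer-only and uninhibited-complex controls.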
TCR act = activators of T cell receptors; AID 504894; Potency, µM (titrated, usually from 9.22 µM), for the others: top-dose activation of IL-2 secretion, hits mostly activators; primary human leukocytes, anti-CD3, IL-2 HTRF, 48 h; 330,000 tested, under 10 active; further: % of control where 0% means no effect
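Using a-CD3 beads without co-stimulation, primary human leukocytes were exposed to compounds for 48 hr. An HTRF IL-2 kit measured the cytokine, with europium-to-d2 energy transfer producing emission at 665nm upon 320nm excitation.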
Menin MLL FP TR = displaces Texas Red mutant MLL peptide from human menin | O00255 | Menin + Texas Red MLL mutant peptide, fluorescence polarization | Potency, µM (series often up to 61.6 µM), for the others: at the highest dose FP activity change, negative = inhibition, most hits filed as inhibitors | 270,000 tested, 0.23% active | AID 1768; active means well fitted inhibition curve with a large enough effect in the polarisation, with a control signal flat, not every such curve was filed as active; inconclusive means small, poorly fitted or top-dose-only effect, or effect the other way, or a change in a side signal; inactive means no such curve, though single readings can be large or run the other way; the % refers to the polarisation; further: potency means the concentration at half of the fitted maximal effect; % of control where 0% means no effect; many of its hits are not listed in these tables
ASM inhibitor = human S-ASM enzyme inhibition | P17405 | placental ASM, HMU-PC fluorogenic substrate, 60 min | Potency, µM (titrated, usually from 57.5 µM), without a hit: at the highest dose activity change, negative = inhibition, usual class: inhibitors | 340,000 tested, 0.006% active | AID 504937; further: potency means the concentration at half of the fitted maximal effect
Target sequence (P17405 47-631 limits assumed): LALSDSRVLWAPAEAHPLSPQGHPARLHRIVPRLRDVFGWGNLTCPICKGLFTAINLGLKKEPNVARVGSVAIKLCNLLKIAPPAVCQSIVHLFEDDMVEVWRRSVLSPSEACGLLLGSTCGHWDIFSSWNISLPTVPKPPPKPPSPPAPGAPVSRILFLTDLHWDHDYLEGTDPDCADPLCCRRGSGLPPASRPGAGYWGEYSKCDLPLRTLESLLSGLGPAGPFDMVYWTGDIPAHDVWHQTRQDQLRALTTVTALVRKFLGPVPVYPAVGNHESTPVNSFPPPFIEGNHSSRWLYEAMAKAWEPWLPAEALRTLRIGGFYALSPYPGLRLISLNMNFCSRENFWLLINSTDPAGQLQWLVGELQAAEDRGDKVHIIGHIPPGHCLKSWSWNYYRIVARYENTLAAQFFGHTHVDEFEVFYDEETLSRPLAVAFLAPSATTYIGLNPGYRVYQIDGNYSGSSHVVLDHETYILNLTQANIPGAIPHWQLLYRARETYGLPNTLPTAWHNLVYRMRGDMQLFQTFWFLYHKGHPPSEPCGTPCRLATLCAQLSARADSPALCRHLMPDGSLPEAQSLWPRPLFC
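Human placenta-derived ASM preincubated with compound 10 min at room temperature, then reacted with 9 uM (final) fluorogenic HMU-PC substrate for 60 min at 37 C. Stop solution raises pH to 10; fluorescence read at Ex 386/Em 447 nm.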
CXXC DNA block = blocks binding of human MLL CXXC domain to DNA. 290,000 tested, 0.037% active. MLL-CXXC / FITC-HOXA9 DNA fluorescence polarization. Potency, µM (series often up to 115 µM), without a hit: at the top dose activity change, negative = inhibition, usual class: inhibitors. AID 2662. Q03164; active means well fitted inhibition curve with a large enough effect in the polarisation, with a control signal flat, not every such curve was filed as active; inconclusive means small, poorly fitted or top-dose-only effect, or effect the other way, or a change in a side signal; inactive means no such curve, though single readings can be large or run the other way; the % refers to the polarisation; further: potency means the concentration at half of the fitted maximal effect
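Purified MLL-CXXC (added from a 7 uM solution) was preincubated 5 min at ambient with pinned compounds in 50 mM Tris-HCl pH 7.5, 50 mM NaCl, 1 mM DTT, 0.05% BSA. Fluorescein-labeled HOX-A9 DNA (50 nM solution) followed, 30 min, then polarization read.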
Mito fusion act = inhibitors of mitochondrial division or activators of mitochondrial fusion; AID 485298; 320,000 tested, 0.23% active; S. cerevisiae fusion-defective mutant growth rescue, CellTiterGlo 48 h; Potency, µM (top dose mostly 46.1 µM), for the others: at the top dose growth rescue (activation), hits mostly activators;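 further: potency means the concentration at half of the fitted maximal effect; % of control where 0% means no effect; nearly all actives have a fitted effect of over 45% in size; temperature-sensitive fusion mutants such as fzo1-1 at 37 °C on non-fermentable ethanol glycerol medium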
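Growth-rescue viability read-out: after 48 h at the non-permissive 37C in glycerol/ethanol YPEG, yeast mitochondrial fusion mutants are measured by CellTiterGlo luminescence; compounds (23 nl pinned per well) restoring growth score as division inhibitors or fusion activators.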
Integrin act MD = activators of alpha7 integrin expression for muscular dystrophy | AID 624291 | alpha7betagal myoblasts, beta-gal FDG fluorescence, 48 h | 350,000 tested, 0.064% active | Potency, µM (doses to about 38.3 µM), for inactives: at the highest dose activation, usual class: activators;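 further: potency means the concentration at half of the fitted maximal effect; 100% = response of the positive control SU9516; nearly all actives have a fitted effect of over 60% in size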
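alpha7betagal+/- myoblasts (passage 13, 250/well) treated 48 h at 37C with compounds at 1:260 dilution of DMSO stock. Lysed, then beta-galactosidase activity read as FDG fluorescence (ex 480/em 540) after 30 min, with pre-read for autofluorescence.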
A-T KAP1 phos = potential ataxia-telangiectasia treatment. […] A-T fibroblasts, KAP-1 phosphorylation AlphaLISA; neocarzinostatin DNA damage 30 min before lysis. Potency, µM (top dose mostly 57.5 µM), for inactives: at the top dose activation, most hits filed as activators. 320,000 tested, 0.19% active; further: potency means the concentration at half of the fitted maximal effect; % of control where 0% means no effect; nearly all actives have a fitted effect of over 45% in size
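ATM-like activity read as KAP-1 phosphorylation via AlphaLISA donor/acceptor antibody pairs after lysis and 6 hr at 25C. Cells were ATM-null patient fibroblasts ([…], hTERT), dosed 60 min, then exposed to the DSB inducer NCS for 30 min.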
TSHR antagonist = antagonists of human thyroid stimulating hormone receptor; P16473; 330,000 tested, 0.2% active; AID 504810; TSHR-expressing cells, TSH-stimulated cAMP HTRF, 2 h; active compounds read low; activity change, negative = inhibition, % at 11.5 µM;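 active means activity change below a set negative limit, meaning inhibition stronger than a set level, cut at about -70% in these data; inconclusive means activity change between two set negative limits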; further: on the % scale 0 is the no-effect control and ±100 the full control effect
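Antagonism was scored as loss of TSH-driven cAMP in TSHR cells, stimulated with 4nM TSH (EC80) for 2 hours at 37 deg C and detected by homogeneous HTRF competition immunoassay.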
Numbers without * were called inactive; ? = inconclusive; nt = no result given; [ ] = dose if it differs, or a comment. Unless noted, the call rests on the fitted dose curve; in most records, active means well fitted curve in the direction sought with a large enough effect; inconclusive means small, poorly fitted or top-dose-only effect, or another doubt; inactive means no such curve, though single readings can be large; an effect the other way counts as inactive or inconclusive.

mol	TSHR antagonist	MBNL1 CUG block	CXXC DNA block	TCR act	TSG101-PTAP inh	A-T KAP1 phos	Integrin act MD	ASM inhibitor	Mito fusion act	Menin MLL FP TR
O=CC1=C(N2CCOCC2)/C(=C/c2ccc(Cl)cc2)CC1	-9.3	11.3%	-3.2%	1.6%	-2.0%	1.9%	-23.2%	-2.4%	1.7%	2.4%
C=CCc1cccc2cc(C(=O)NC3CCCCC3)c(=O)oc12	-8.6	12.5%	7.9%	-1.0%	-4.7%	5.9%	-31.5%	-10.5%	6.0%	-6.1%
COc1cc2cnc(C3=CCCCC3)cc2cc1OC	-10.2	nt	nt	0.7%	nt	1.2%	8.9%	11.0%	nt	nt
CCc1cc2c3c(c1)C1(C(=O)N3C(C)(C)CC2C)C(C#N)=C(N)N2C(=C1C#N)Nc1ccccc12 (centres undefined)	-5.4	?	6.3%	-7.0%[46.1 µM]	-8.4%	4.1%	13.2%	-18.3%	?	27.0%
Cc1cccc(NC(=O)c2ccc(-n3ccnc3)nc2)c1	5.1	?	-2.2%	-1.9%	-1.0%	3.6%	21.7%	0.6%	1.0%	5.2%
CCN(CC(=O)NCc1cccs1)S(=O)(=O)c1ccc(F)cc1	-2.9	nt	nt	nt	-2.4%	8.3%	-1.1%	29.8%	0.5%	nt
CCCCCCC(O)(CCN1CCCCC1)c1ccccc1 (centres undefined)	3.4	1.6%	1.7%	-1.2%	0.9%	6.8%	-31.0%[inhibitor]	1.2%	-35.3%[inhibitor]	-21.2%
CSc1ccc(CN2C(=O)NC3(CCCCCCC3)C2=O)cc1	0.7	2.9%	-3.9%	-2.3%	-4.8%	6.2%	?	-1.6%	-6.2%	-10.0%
Cn1nc(NC(=O)CC23CC4CC(CC(C4)C2)C3)c2c(F)cccc21	-12.4	0.5%	-8.0%	12.9%	1.2%	39.3%	0.8%	-8.0%	3.9%	nt
Cc1ccc(N2C(=O)c3ccc(C(=O)Nc4cccnc4)cc3C2=O)c(C)c1	-14.8	?	-3.2%	-28.3%	-7.8%	1.7%	26.5%	-6.9%	-0.6%	7.8%
CC1(C)CC(NC(=O)CC(c2ccccc2)c2ccccc2)CC(C)(C)N1	5.8	-0.1%	5.7%	-0.6%	-2.9%	9.9%	-7.0%	-2.3%	-2.0%	nt
N#CC1(Cc2ccc([N+](=O)[O-])cc2)c2ccccc2C=CN1C(=O)c1ccccc1 (centres undefined)	-3.4	0.6%	9.6%	-18.5%	-2.2%	6.0%	-15.2%	-3.7%	4.5%	5.8%
CCOc1ccc(N2CC(C(=O)N3CCCC3)CC2=O)cc1 (centres undefined)	2.3	-1.5%	24.7%	-6.8%	-3.9%	-1.0%	12.6%	1.5%	-5.0%	?
N=c1sccn1CC(=O)Nc1ccc(S(=O)(=O)N2CCOCC2)cc1	8.0	-0.1%	3.3%	-6.4%	-0.4%	-5.7%	15.1%	-2.2%	-1.2%	-6.2%
CC(=O)c1cn(CC(=O)Nc2c(C)cccc2C)c2ccccc12	-18.4	-6.3%	9.0%	-10.5%	-4.2%	2.8%	-39.7%	-3.6%	-1.1%	15.0%

(list continues)
mol	TSHR antagonist	MBNL1 CUG block	CXXC DNA block	TCR act	TSG101-PTAP inh	A-T KAP1 phos	Integrin act MD	ASM inhibitor	Mito fusion act	Menin MLL FP TR
COc1cccc(-c2ccc(SCC(=O)N3CCOCC3)nn2)c1	3.7	-9.7%	6.7%	1.3%	-1.1%	0.6%	-14.5%	0.0%	1.8%	-2.6%
COc1ccc(-c2nc3c4ccccc4ccn3c2CN2CCCCC2)cc1	-5.9	-4.5%	-1.1%	-7.8%	-0.3%	5.7%	-21.5%	4.2%	-2.4%	-25.3%
COCOc1ccc(-c2cc(=O)c3c(OCOC)cc(OCOC)cc3o2)cc1	nt	nt	nt	-2.7%	-2.7%	nt	-11.0%	-0.3%	nt	nt
O=C(Nc1ccc(N2CCOCC2)cc1)c1c(F)cccc1Cl	-4.7	-2.7%	6.6%	-16.5%	-2.9%	1.3%	-3.2%	0.6%	-13.0%	0.6%
S=c1[nH]nc(-c2cccc(Cl)c2)n1/N=C/c1ccco1	5.4	8.1%	-13.2%	-4.0%	0.3%	-18.2%	20.2%	1.4%	2.6%	nt
COc1ccc(N=C(N)N=C(N)N)c(OC)c1	3.5	-4.5%	12.1%	-4.7%[46.1 µM]	1.0%	-2.9%	2.2%	6.4%	0.2%	-5.9%
O=C(CCC1CCCN(C(=O)c2cc3ccccc3o2)C1)NCc1ccc(F)c(F)c1 (centres undefined)	nt	nt	nt	0.3%	-8.5%	nt	-17.0%	-0.5%	nt	nt
C#CCOCCOCCOCCNc1nc(N2CCN(C(=O)[C@H](CCCCN)n3cc([C@@H](N)CO)nn3)CC2)nc(N2CCN(C(=O)[C@H](Cc3cc4ccccc4[nH]3)n3cc([C@@H](N)CO)nn3)CC2)n1	1.2	-7.6%	5.5%	nt	nt	-12.9%	nt	nt	6.4%	nt
CC(C)(C)OC(=O)N1CCN(C(=O)c2[nH]cnc2C(=O)Nc2cccc(Cl)c2)CC1	-13.7	nt	nt	-0.5%	-11.3%	-6.9%	0.0%	-5.0%	-9.0%	nt
Cc1ccc(Cl)cc1N1CCN(C(=O)CN2C(=O)c3cccc4cccc2c34)CC1	9.3	-9.0%	16.2%	7.0%	-3.4%	19.3%	8.7%	30.0%	7.8%	-2.9%
COc1cccc(N2CC(C(=O)Nc3nnc(SCC(=O)N4CCOCC4)s3)CC2=O)c1 (centres undefined)	6.4	-4.0%	?	-2.1%	-2.4%	5.9%	7.6%	-4.1%	-0.6%	-2.3%
COc1cc(OC)cc(C(=O)N[C@H](C(=O)Nc2ccc(S(=O)(=O)N(C)C)cc2)C(C)C)c1	0.1	-8.3%	-8.7%	-1.7%	-8.8%	-2.2%	0.0%	-1.3%	-1.1%	1.4%
C(=NN1CCCCCC1)c1ccccc1	nt	nt	nt	7.1%	1.8%	nt	5.7%	-1.3%	nt	nt
CCOC(=O)c1cnc(Nc2nc3ccccc3o2)nc1CSc1nnc(C)s1	nt	nt	nt	-2.4%	-7.8%	nt	0.4%	1.6%	nt	nt
Cc1ccc(/C=C/C(=O)NCc2ccc(S(N)(=O)=O)cc2)o1	13.6	?	5.1%	-12.6%	-2.7%	-3.5%	-12.4%	-2.2%	-1.2%	1.7%

The list goes on.
mol	TSHR antagonist	MBNL1 CUG block	CXXC DNA block	TCR act	TSG101-PTAP inh	A-T KAP1 phos	Integrin act MD	ASM inhibitor	Mito fusion act	Menin MLL FP TR
CCc1ccc(C(=O)C(C)OC(=O)Cn2cnc3c2c(=O)n(C)c(=O)n3C)cc1 (centres undefined)	-0.3	nt	nt	3.2%	-4.1%	4.8%	2.9%	-6.2%	4.2%	nt
COc1cccc(NS(=O)(=O)c2ccc3c(c2)N(C(C)=O)CCO3)c1	-14.8	-5.7%	-2.8%	6.6%	-2.4%	-2.7%	-3.4%	3.2%	2.9%	-5.6%
CC(N=C1NS(=O)(=O)c2ccccc21)C(=O)OCC(=O)N(C)C1CCS(=O)(=O)C1 (centres undefined)	-2.4	nt	nt	5.7%	-0.2%	0.1%	19.2%	-0.2%	0.1%	nt
COc1ccc2[nH]c(=O)c(CN(C(=O)COc3ccccc3)C(C)C)cc2c1	-10.2	-1.2%	0.7%	-9.5%	-1.4%	7.0%	2.8%	15.0%	-0.7%	1.2%
NS(=O)(=O)c1cccc(NC(=O)COC(=O)C2(c3cccc(F)c3)CCCC2)c1	5.3	nt	7.2%	-8.2%	-4.9%	-3.5%	14.4%	-1.1%	0.6%	18.3%
COc1ccc2nc(SCC(=O)NC3(C#N)CCCCC3)[nH]c2c1	-7.1	nt	nt	7.3%	-2.3%	3.5%	9.3%	4.3%	-5.6%	nt
CN(CC(=O)Nc1c(Cl)cccc1Cl)C(=O)c1ccc(-n2cncn2)c([N+](=O)[O-])c1	10.0	nt	nt	-2.2%	-0.6%	0.6%	19.7%	nt	4.7%	nt
CCOC(=O)Cc1csc(NC(=O)CN2CCN(c3ccccc3)CC2)n1	-3.2	3.5%	0.8%	-6.6%	-3.8%	3.4%	-13.2%	-1.9%	0.2%	0.3%
C/C=C(\C)C(=O)NCCN1C2=NC[C@@H](Cc3ccccc3)N2C[C@@H]1Cc1ccc(OC)cc1	nt	nt	nt	17.2%	-1.2%	nt	10.7%	0.1%	nt	nt

A portion of the library; rates above refer to the full screens.
